Compound activity as filed in PubChem BioAssay.
E-selectin induc: induces E-selectin expression in human endothelial cells | activation, % at 7.58 µM | 260,000 compounds, 0.37% hits | AID 686992 | HUVEC E-selectin immunofluorescence imaging; normalized: neutral wells 0, TNF-alpha wells 100 | P16581;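 active means mean E-selectin-positive cell signal at least 10% of the positive control, reached in at least 60% of replicates, without over 20% cell loss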;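 further: in these data hits start at about 27%; measured in HUVEC primary endothelial cells; signal is the percent of cells scored E-selectin positive by PE staining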
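Read-out: % PE-positive cells | Test system: HUVEC | Doses: One compound dose added by pin transfer | Buffer or medium: EGM-2 over gelatin coat | Signal: Immunofluorescence imaging | Benchmarks: TNF-alpha, DMSO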
ERp5 block: ERp5 (human) disulfide isomerase inhibition; AID 651711; ERp5 insulin aggregation, absorbance 650 nm, 90 min; inhibition, % at 9.99 µM; 350,000 compounds, 0.05% hits;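 active means mean replicate inhibition above about 25%, with every replicate also reaching it, limit read from the data, passing the limit was not always enough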
Target sequence (Q15084 whole entry, looked up): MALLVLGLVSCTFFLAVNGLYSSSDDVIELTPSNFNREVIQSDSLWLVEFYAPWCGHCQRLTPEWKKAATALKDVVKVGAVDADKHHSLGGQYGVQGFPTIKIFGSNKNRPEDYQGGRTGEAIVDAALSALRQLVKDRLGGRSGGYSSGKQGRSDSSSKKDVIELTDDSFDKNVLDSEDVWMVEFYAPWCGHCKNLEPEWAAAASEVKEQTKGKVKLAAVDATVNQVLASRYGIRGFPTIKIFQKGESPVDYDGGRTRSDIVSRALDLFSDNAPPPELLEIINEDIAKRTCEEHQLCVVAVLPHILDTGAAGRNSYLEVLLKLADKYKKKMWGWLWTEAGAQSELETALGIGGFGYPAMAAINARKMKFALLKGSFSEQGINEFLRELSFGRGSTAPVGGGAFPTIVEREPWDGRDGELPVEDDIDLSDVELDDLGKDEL
PglD inh: PglD (C. jejuni) enzyme inhibition. purified PglD enzyme, DTNB colorimetric CoA detection. inhibition, % at 12.5 µM. 360,000 compounds, 0.098% hits. AID 602405; in the data active means inhibition above about 16%, passing the limit was not always enough; further: strong numbers were not always called active
ARNT-TACC3 inh: disrupts binding between human ARNT and TACC3; 390,000 compounds, 0.66% hits; inhibition, % at 9.99 µM; Q9Y6A5; AlphaScreen His-ARNT PAS-B/GST-TACC3 binding, luminescence; TACC3 fragment carries E629A point mutation;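 active means mean inhibition of replicates at least 50% and at least half of replicates each reaching 50%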;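 further: 0% = complete ARNT plus TACC3 wells and 100% = ARNT alone without TACC3; many hits fall short of the cut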
esBAF inh: blocks esBAF chromatin remodeling in mouse ES cells | Bmi1-luciferase knock-in reporter, 24 h; 100% = twice the neutral-well signal | reporter increase, % at 12.5 µM | 350,000 compounds, 2% hits; in the data active means activation above about 40%;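 further: 0% = median of the plate's neutral control wells and 100% = double that signal; a rise in the Bmi1 reporter signal indicates esBAF inhibition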
Casp6 inh: caspase-6 (human) enzyme inhibition; P55212; purified caspase-6, Z-VEID-R110 cleavage fluorescence; inhibition, % at 12.5 µM; 350,000 compounds, 0.53% hits; AID 686996;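 active means mean inhibition across replicates at least about 35%, with every replicate also reaching that limit, limit read from the data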;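 further: 0% = median of neutral control wells and 100% = no fluorescence left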
Target sequence (P55212 24-179 limits assumed): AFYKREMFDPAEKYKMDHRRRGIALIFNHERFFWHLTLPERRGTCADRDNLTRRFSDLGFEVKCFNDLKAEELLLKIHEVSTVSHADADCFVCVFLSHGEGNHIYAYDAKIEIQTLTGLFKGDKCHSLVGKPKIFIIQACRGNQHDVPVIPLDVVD
Target sequence (P55212 194-293 limits assumed): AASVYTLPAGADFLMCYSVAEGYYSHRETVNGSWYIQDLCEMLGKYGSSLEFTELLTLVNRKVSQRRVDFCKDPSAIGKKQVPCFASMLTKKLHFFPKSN
RAD52 inh: blocks human RAD52 DNA annealing. 360,000 compounds, 0.46% hits. inhibition, % at 18.7 µM. P43351. recombinant RAD52 DNA annealing, FRET fluorescence;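 active means every replicate showing at least 50% inhibition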
RAD54 branch: blocks human RAD54 Holliday junction branch migration; FAM/BHQ fluorescence; Q92698; 360,000 compounds, 0.14% hits; inhibition, % at 10.4 µM;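 active means mean normalized replicate activity at least 40 and at least half of replicates scoring 40 or more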;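 further: 0% = median of neutral control wells and 100% = median of positive control wells; inhibitors cause a drop in the FAM fluorescence signal; in these data hits start at about 50%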
An asterisk follows results filed as active; · = no result given.

SMILES | E-selectin induc | ERp5 block | PglD inh | ARNT-TACC3 inh | esBAF inh | Casp6 inh | RAD52 inh | RAD54 branch
CN(C(=O)c1cccc(NC(=O)Cc2ccc(NC(=O)C3CCCN(C(=O)CCc4ccccc4)C3)cc2)c1)C1CCCCC1 (centres undefined) | -3.0 | 0 | -2 | 3 | -2 | -2 | -64 | 1
Cc1cc(=O)n(C)c(=O)n1CCCCCCN1CCCC1 | · | · | 3 | -10 | -4 | · | · | 7
Cc1ccc(S(=O)(=O)c2c(C)cc(-c3ccccc3)[nH]c2=O)cc1 | · | · | 8 | -8 | 34 | · | · | 4
Cc1ccccc1-c1nnc(SCC(=O)Nc2c(C)n(C)n(-c3ccccc3)c2=O)o1 | · | · | 3 | -7 | -8 | · | · | 0
C[C@@H]1CCCCO[C@H](CN(C)Cc2ccc3c(c2)OCO3)[C@@H](C)CN([C@@H](C)CO)C(=O)c2cc(NS(=O)(=O)c3ccc(F)cc3)ccc2O1 | · | 0 | 8 | 4 | 0 | -1 | 16 | -9
C[C@H](CO)N1C[C@H](C)[C@@H](CN(C)C(=O)CCN2CCCCC2)Oc2ncc(C#Cc3ccccc3)cc2C1=O | -0.1 | -2 | 1 | 7 | -6 | 1 | 7 | 8
CC(C)COc1ccc(C(=O)N/N=C/c2ccoc2)cc1 | -0.9 | 6 | 5 | · | 9 | 1 | -11 | -6
O=C(Nc1ccccc1C(F)(F)F)NC1CCCCC1 | · | -2 | -3 | -5 | 0 | 0 | -5 | -9
COc1ccc(-n2c(SC3CCOC3=O)nc3ccccc3c2=O)cc1OC (centres undefined) | · | · | 6 | 6 | -1 | · | · | 10
CSc1ccccc1NC(=O)Cn1nnc(-c2ccc(S(C)(=O)=O)cc2)n1 | · | 0 | · | -14 | · | 0 | 3 | ·
CC(OC(=O)C1COc2ccccc2O1)C(=O)c1ccccc1 (centres undefined) | 0.3 | 4 | 6 | · | -6 | -1 | -8 | -2
Cc1ccsc1/C=C1/SC(=O)N(CC(=O)N2CCCC2)C1=O | -0.7 | 0 | -6 | 3 | -5 | 2 | -54 | -3
CC(CN1CCCC1)OC(=O)c1ccc(Cl)cc1Cl (centres undefined) | · | 0 | 5 | -3 | 8 | -3 | 8 | -24
Cn1cccc1C(C#N)c1cccc(F)c1C#N (centres undefined) | · | -5 | · | -13 | · | -1 | 3 | ·
O=C(CC1CC1)Nc1ccc2c(c1)[C@H]1C[C@H](CC(=O)NC3CCCCC3)O[C@@H](CO)[C@H]1O2 | -0.3 | -6 | 1 | 5 | 1 | -1 | -5 | -1
COc1ccc(S(=O)(=O)N2CCN(CC(=O)N3CCNC3=O)CC2)cc1OC | -0.1 | 6 | -3 | · | 4 | 1 | 4 | 5
Cc1cccc(CC2CC(=O)N(c3nc4ccccc4s3)C2=O)c1 (centres undefined) | · | -12 | 1 | 4 | 5 | 3 | -6 | 6
COC1OC2COC(c3ccccc3)OC2C2OC(c3ccccc3)OC12 (centres undefined) | · | 4 | 0 | · | -4 | -2 | -3 | -3
Cn1c(=O)c2c(nc(NCC3CCCO3)n2C)n(C)c1=O (centres undefined) | · | · | -1 | -4 | 4 | · | · | -7
O=C(CCC(=O)N(c1cccc(F)c1)C(C(=O)NC1CCCC1)c1ccncc1)Nc1cccnc1 (centres undefined) | · | · | 0 | -2 | -4 | · | · | -14
O=C1NC(=Nc2ccccc2Cl)S/C1=C\c1cccc([N+](=O)[O-])c1O | 0.0 | -1 | -1 | 10 | -3 | 39* | -17 | -5
CCOC(=O)C1=NOC2C(=O)N(c3ccc(Cl)cc3Cl)C(=O)C12 (centres undefined) | · | -2 | · | 21 | -6 | 6 | -19 | ·
COc1ccc(NC(=O)N(C)C[C@H]2Oc3ccc(NC(=O)NC4CCCCC4)cc3C(=O)N([C@@H](C)CO)C[C@H]2C)cc1 | -1.6 | 1 | -1 | 4 | -2 | -1 | -10 | -7
Cc1c(CCC(=O)O)c(=O)oc2cc(OCc3ccc(Br)cc3)ccc12 | 0.3 | 4 | -1 | -6 | 14 | 6 | 6 | -3
COc1ccc(CC(=O)N2CCc3cc(OC)c(OC)cc3C2C)c(OC)c1 (centres undefined) | · | 6 | 8 | 5 | -6 | 1 | 3 | -12
CC(=O)N1CCN=C1SCc1ccccc1F | · | -5 | -5 | -8 | -1 | 2 | 1 | -12
O=C(Nc1ccncc1)c1cc(S(=O)(=O)N2CCOCC2)ccc1Cl | · | 14 | 4 | -3 | 1 | 5 | -8 | 8
Cc1[nH]c(=O)[nH]c(=O)c1S(=O)(=O)Nc1ccc(F)cc1Cl | 0.7 | 0 | -3 | -6 | -1 | -3 | -17 | -10
CCOc1ccc2oc(C(=O)N3CC(C)OC(C)C3)c(C)c2c1 (centres undefined) | · | -5 | 2 | -4 | · | 3 | -10 | -18
CCOC(=O)c1ccsc1NC(=O)c1ccco1 | -0.1 | 9 | -8 | -8 | -5 | 29 | -16 | -5

Results in Casp6 inh and esBAF inh, for 3 of the compounds above:
smiles | Casp6 inh | esBAF inh
COc1ccc(CC(=O)N2CCc3cc(OC)c(OC)cc3C2C)c(OC)c1 (centres undefined) | 1 | -6
CC(=O)N1CCN=C1SCc1ccccc1F | 2 | -1
O=C(CCC(=O)N(c1cccc(F)c1)C(C(=O)NC1CCCC1)c1ccncc1)Nc1cccnc1 (centres undefined) | · | -4

(next part)
SMILES | E-selectin induc | ERp5 block | PglD inh | ARNT-TACC3 inh | esBAF inh | Casp6 inh | RAD52 inh | RAD54 branch
CCO/C(C)=N/Oc1cccc(N(C)C)c1 | 0.0 | -5 | -6 | · | 32 | 11 | -38 | 7
Cc1cc(C)c(OCC(=O)Nc2cc(C(=O)O)cc(C(=O)O)c2)cc1C | · | -9 | · | 0 | · | 1 | -8 | ·
O=C(C[C@@H]1C[C@@H]2c3cc(NC(=O)C4CCOCC4)ccc3O[C@@H]2[C@H](CO)O1)NCc1ccc(Cl)cc1 | -0.5 | -1 | 1 | -1 | 3 | -1 | 7 | 11
CN1C(=O)c2cc(NC(=O)c3ccc4c(c3)OCO4)ccc2OC[C@H]2O[C@@H](CC(=O)O)CC[C@@H]21 | 0.3 | 6 | -3 | 0 | -5 | 0 | 5 | 2
CCNC(=O)C1CCCN(C(=O)c2ccc(C#N)cc2)CC1 (centres undefined) | -0.1 | 1 | 2 | · | -5 | 0 | -20 | 4
C=C(C)[C@@H]1CC=C(CN2CCN(Cc3ccccc3)CC2)CC1 | 0.1 | -4 | · | -23 | -8 | -3 | 20 | ·
CN(c1cccnc1)c1ccc(NC(=O)Cc2c[nH]c3ccccc23)cc1-c1cccnc1F | 0.0 | 4 | · | · | · | 6 | -18 | ·
CC(C)(CN1CCCN(CC(C)(C)C(=O)O)C1=O)C(=O)O | 0.1 | 2 | -4 | · | 1 | 6 | -13 | -5
CN(C)S(=O)(=O)N1CCC(Oc2cccc(C(=O)NC3CCCCCC3)c2)CC1 | -0.3 | 5 | 4 | 2 | 0 | 4 | -25 | -14
CC(=O)Nc1ccc(C(=O)OC2CCCCC2=O)cc1 (centres undefined) | · | · | -5 | 33 | -4 | · | · | 3
O=C(NCCCCCCOC1=NS(=O)(=O)c2ccccc21)C(=O)Nc1ccccc1 | · | 2 | 5 | · | 38 | 0 | -11 | 4
CCN1[C@H](C(=O)OC)[C@@H](CO)[C@@H]2Cn3c(ccc(-c4ccc(F)cc4)c3=O)[C@@H]21 | 0.3 | 3 | 2 | 14 | 4 | -2 | -9 | 17
Cc1nn(C)c(C)c1NC(=O)c1ccccc1NC(=O)Nc1ccccc1 | 3.4 | 5 | 0 | -2 | · | 1 | -12 | -3
COc1ccc(CNC(=O)C2CCN(S(=O)(=O)c3ccc4c(c3)N(C(C)=O)CCO4)CC2)cc1 | 1.9 | -2 | 1 | -2 | -1 | 8 | -1 | 6
Oc1ccccc1C(=S)N1CCCC1 | -0.2 | 2 | -1 | -5 | -4 | 3 | -22 | -6
Cc1ccc(CNS(=O)(=O)c2cn(C)c(=O)n(C)c2=O)cc1 | -0.1 | -4 | -5 | -3 | -8 | -2 | 1 | 3
COc1ccc2[nH]c3c(c2c1)CCN1C(=O)C(CC(=O)NCCC2=CCCCC2)C[C@H](C(=O)N2CCCCC2)[C@@]31CCc1ccccc1 (some centres undefined) | 0.3 | -4 | -3 | -4 | 16 | 1 | -18 | -1
CCN(C)Cc1c(C(=O)N2CCc3ccccc3C2)nc2ccc(Cl)cn12 | 0.1 | -3 | · | · | · | 5 | -33 | ·
C[C@H](CO)N1C[C@H](C)[C@@H](CN(C)Cc2ccc3c(c2)OCO3)Oc2ccc(NC(=O)CCCCCC(=O)Nc3ccccc3N)cc2CC1=O | -0.4 | 6 | 1 | -1 | 3 | 4 | -10 | 10
Cn1cc(Br)c(C(=O)Nc2c(F)c(F)c(F)c(F)c2F)n1 | 0.0 | -3 | 0 | -6 | · | 1 | -5 | -12
Cc1cc(C)c(OCC(=O)N/N=C/c2ccco2)c(C)c1 | · | · | 1 | -5 | 0 | · | · | -2
S=C(CN1CCCC1=S)NCCc1ccccc1 | · | -4 | · | -2 | · | -6 | -7 | ·
O=C(C[C@H]1CC[C@H](NC(=O)c2ccncc2)[C@H](CO)O1)Nc1ccc(-c2ccccc2)cc1 | 0.7 | -4 | · | · | · | 0 | -3 | ·
NS(=O)(=O)c1cnccc1Nc1ccc(Cl)cc1 | · | · | -2 | -2 | -6 | · | · | -4
O=C(Nc1cccc2ccccc12)c1cnsn1 | 0.0 | 3 | 3 | -2 | 10 | 0 | -7 | -5
NC(=O)N=Nc1c(O)[nH]c2ccc([N+](=O)[O-])cc12 | 0.0 | 1 | 1 | -6 | -7 | -4 | -1 | -4
CCC(C)C(=O)Nc1nnc(CCc2ccccc2)s1 (centres undefined) | · | -2 | -1 | -1 | 15 | 0 | 5 | -10
CC(=O)NC(c1ccccc1)c1cc(Cl)c2cccnc2c1O (centres undefined) | -0.2 | 4 | -1 | 38 | -10 | 0 | -7 | 7
O=c1[nH]c(=S)[nH]cc1S(=O)(=O)c1cccc(Cl)c1 | 0.4 | 0 | 1 | -4 | -4 | 16 | -20 | 9
COc1ccc(C(=O)Nc2ccccc2C(=O)NC(Cc2ccc(O)cc2)C(=O)NNC(=O)c2ccncc2)cc1 (centres undefined) | -5.1 | 5 | 0 | -3 | 1 | 3 | -5 | 3

3 of these compounds in another layout:
Below each compound – E-selectin induc, ERp5 block, PglD inh, ARNT-TACC3 inh, esBAF inh, Casp6 inh, RAD52 inh, RAD54 branch
- Cc1ccc(S(=O)(=O)c2c(C)cc(-c3ccccc3)[nH]c2=O)cc1
 : ·, ·, 8, -8, 34, ·, ·, 4
- Cc1ccccc1-c1nnc(SCC(=O)Nc2c(C)n(C)n(-c3ccccc3)c2=O)o1
 : ·, ·, 3, -7, -8, ·, ·, 0
- C[C@@H]1CCCCO[C@H](CN(C)Cc2ccc3c(c2)OCO3)[C@@H](C)CN([C@@H](C)CO)C(=O)c2cc(NS(=O)(=O)c3ccc(F)cc3)ccc2O1
 : ·, 0, 8, 4, 0, -1, 16, -9

Later entries:
SMILES | E-selectin induc | ERp5 block | PglD inh | ARNT-TACC3 inh | esBAF inh | Casp6 inh | RAD52 inh | RAD54 branch
CC(/C=C/c1ccccc1)=N\NC(=O)C1CC1(C)c1ccccc1 (centres undefined) | · | · | -1 | 2 | 4 | · | · | -10
CO[C@@H]1CC[C@H]2CCN(C)C(=O)[C@@H](C)N(C)C(=O)c3cc(C#N)ccc3OC[C@@H]1O2 | -0.1 | 3 | 4 | 1 | -2 | 4 | -7 | 1
CN(C)C(=O)CCc1ccc2c3c([nH]c2c1)[C@]1(C)[C@@H](C(=O)N2CCOCC2)C[C@H](CC(=O)NCC24CC5CC(CC(C5)C2)C4)C(=O)N1CC3 | · | 2 | 5 | 2 | -19 | 6 | 3 | -8
COc1ccc2c3c([nH]c2c1)[C@@H](CO)N(Cc1ccccc1)CC31CN(C)C1 | -0.2 | -7 | · | · | · | -3 | 3 | ·
Cc1noc(C)c1NC(=O)N(C)C[C@@H]1OCCCC[C@H](C)Oc2ccc(NS(=O)(=O)c3cccs3)cc2C(=O)N([C@H](C)CO)C[C@@H]1C | 2.1 | 1 | 2 | -3 | 1 | -3 | -27 | 6
